MBNL1 CUG block: MBNL1-poly(CUG) RNA binding inhibition. Potency, µM (series often up to 57.5 µM), for the others: at the top dose activity change, negative = inhibition, usual class: inhibitors. actives 0.036% (n = 280,000). AID 2675. TR-FRET MBNL1-His/biotin-(CUG)12 binding, 665/545 ratio; active means well fitted inhibition curve with a large enough effect in the signal ratio, with a control signal flat, not every such curve was filed as active; inconclusive means small, poorly fitted or top-dose-only effect, or effect the other way, or a change in a side signal; inactive means no such curve, though single readings can be large or run the other way; the % refers to the signal ratio; further: potency means the concentration at half of the fitted maximal effect; on the % scale 0 is the no-effect control and ±100 the full control effect
Target sequence (Q9NR56 whole entry, looked up): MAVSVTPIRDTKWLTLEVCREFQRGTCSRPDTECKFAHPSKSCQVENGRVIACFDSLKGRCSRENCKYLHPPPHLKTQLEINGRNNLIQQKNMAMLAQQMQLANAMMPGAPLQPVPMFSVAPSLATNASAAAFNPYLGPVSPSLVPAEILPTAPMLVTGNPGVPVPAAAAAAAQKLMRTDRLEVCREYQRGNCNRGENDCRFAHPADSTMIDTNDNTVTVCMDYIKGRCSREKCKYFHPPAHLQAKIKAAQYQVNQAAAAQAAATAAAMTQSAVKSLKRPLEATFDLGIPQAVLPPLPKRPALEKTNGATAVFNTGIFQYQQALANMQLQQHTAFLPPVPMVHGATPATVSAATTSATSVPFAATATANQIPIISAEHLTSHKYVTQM
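Ratiometric TR-FRET (665 over 545 nm, excitation 340 nm) tracks disruption of MBNL1-His/biotin-(CUG)12 complex after 60 min at room temperature, with compounds at 92 nM to 58 uM final.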
PKM2 act: PKM2 (human) enzyme activation; purified PKM2, Kinase-Glo ATP luminescence, activation; response scale: 0% is enzyme alone, no compound; Potency, µM (titrated, usually from 57.5 µM), for inactives: top-dose activation, hits mostly activators; actives 0.34% (n = 260,000); further: potency means the concentration at half of the fitted maximal effect; on the % scale 0 is the no-effect control and ±100 the full control effect; nearly all actives have a fitted effect of over 55% in size
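Purified hPK-M2 (>95% pure) converted ADP (0.1 mM final) to ATP with 0.5 mM PEP in 50 mM imidazole pH7.2, KCl, MgCl2, Tween 20, BSA; 1 h at room temperature. ATP detected by Kinase-Glo luminescence.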
VP16 counter: Gal4-VP16 reporter inhibition counter-screen. AID 2546. actives 3.5% (n = 310,000). Potency, µM (top dose mostly 53.6 µM), without a hit: at the top dose activity, negative = inhibition, actives largely listed as inhibitors. Drosophila S2 Gal4-VP16 UAS-luciferase, luminescence, 20 h;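 further: Gal4-VP16 expression switched on by copper sulfate through the metallothionein promoter; potency means the concentration at half of the fitted maximal effect; on the % scale 0 is the no-effect control and ±100 the full control effect; nearly all actives have a fitted effect of over 50% in size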
NPC1 prom act: activates the NPC1 promoter | Potency, µM (series often up to 9.22 µM), inactives show at the top dose activation, actives largely listed as activators | Huh7 NPC1 promoter luciferase reporter, 24 h | AID 485313 | actives 2.4% (n = 320,000);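 further: potency means the concentration at half of the fitted maximal effect; % of control where 0% means no effect; nearly all actives have a fitted effect of over 60% in size; reporter is driven by a mutant NPC1 promoter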
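Compounds in DMSO were transferred onto Huh7 NPC1-luciferase reporter cells pre-incubated 2 h; after 24 h at 37 °C, Amplite reagent was dispensed and luminescence recorded 10 min later.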
ELG1 DNA repair: ELG1-dependent DNA repair inhibition; HEK293T ELG1-luciferase reporter, luminescence, 16 h; DNA damage induced by 5-fluorouridine; Potency, µM (highest dose often 46.1 µM), for the others: at the highest dose activity change, negative = inhibition, most hits filed as inhibitors; actives 2.3% (n = 330,000); AID 504467; further: potency means the concentration at half of the fitted maximal effect; on the % scale 0 is the no-effect control and ±100 the full control effect; nearly all actives have a fitted effect of over 55% in size
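5-Fluorouridine DNA damage + compound/DMSO, 2,000 cells/well, 16 h, 37 °C/5% CO2. ONE-Glo, 30 min RT, luminescence. Readout = decrease in reporter signal.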
Menin-MLL TR inh: displaces Texas Red mutant MLL peptide from human menin; O00255; Menin + Texas Red MLL mutant peptide, fluorescence polarization; Potency, µM (highest dose often 61.6 µM), inactives show at the top dose FP activity change, negative = inhibition, most hits filed as inhibitors; actives 0.23% (n = 270,000); AID 1768; active means well fitted inhibition curve with a large enough effect in the polarisation, with a control signal flat, not every such curve was filed as active; inconclusive means small, poorly fitted or top-dose-only effect, or effect the other way, or a change in a side signal; inactive means no such curve, though single readings can be large or run the other way; the % refers to the polarisation; further: potency means the concentration at half of the fitted maximal effect; % of control where 0% means no effect; many of its hits are not listed in these tables
Target sequence (O00255 whole entry, looked up): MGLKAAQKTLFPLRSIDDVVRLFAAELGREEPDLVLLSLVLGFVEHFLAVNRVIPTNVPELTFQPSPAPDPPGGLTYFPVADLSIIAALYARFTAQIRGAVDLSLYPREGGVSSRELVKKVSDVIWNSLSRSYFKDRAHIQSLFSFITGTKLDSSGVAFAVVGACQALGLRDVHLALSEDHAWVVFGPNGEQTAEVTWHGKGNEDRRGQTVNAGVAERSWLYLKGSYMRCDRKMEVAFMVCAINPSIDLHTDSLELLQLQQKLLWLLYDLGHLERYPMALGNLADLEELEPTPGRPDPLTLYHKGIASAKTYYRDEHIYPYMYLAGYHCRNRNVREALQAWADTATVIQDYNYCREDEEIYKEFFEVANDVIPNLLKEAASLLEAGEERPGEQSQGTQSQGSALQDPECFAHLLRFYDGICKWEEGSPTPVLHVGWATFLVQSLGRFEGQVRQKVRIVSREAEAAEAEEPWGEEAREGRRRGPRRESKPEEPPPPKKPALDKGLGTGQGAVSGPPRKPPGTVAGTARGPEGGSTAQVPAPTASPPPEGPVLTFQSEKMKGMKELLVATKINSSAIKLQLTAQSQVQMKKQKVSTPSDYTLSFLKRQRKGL
Mito fusion act: mitochondrial division inhibition or fusion activation; S. cerevisiae fusion-defective mutant growth rescue, CellTiterGlo 48 h; Potency, µM (titrated, usually from 46.1 µM), inactives show at the highest dose growth rescue (activation), usual class: activators; actives 0.23% (n = 320,000); AID 485298;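 further: potency means the concentration at half of the fitted maximal effect; % of control where 0% means no effect; nearly all actives have a fitted effect of over 45% in size; temperature-sensitive fusion mutants such as fzo1-1 at 37 °C on non-fermentable ethanol glycerol medium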
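Temperature-sensitive fusion-defective S. cerevisiae (e.g. fzo1-1, mgm1-5) were grown with compound in YPEG medium (3% ethanol, 3% glycerol) for 48 hours at 37C. Growth rescue was measured as viability by CellTiterGlo luminescence after 10 minutes at ambient.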
FLuc counter: counter-screen for miR-21 project: firefly luciferase inhibitors or activators; purified FLuc, Km substrates, luminescence inhibition; Potency, µM (titrated, usually from 57.5 µM), for inactives: top-dose activity change, negative = inhibition, usual class: inhibitors; actives 6.9% (n = 360,000);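 further: potency means the concentration at half of the fitted maximal effect; plate controls were vehicle for no effect and reference inhibitor for full effect; nearly all actives have a fitted effect of over 55% in size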
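Biochemical qHTS of compounds, final roughly 60 µM downward over six points, against 10 nM purified firefly luciferase using Km concentrations of substrates (10 uM D-luciferin, 10 uM ATP) in Tris acetate pH 7.5 buffer; luminescence output.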
Rab9 prom act: activators of Rab9 promoter. Huh7 Rab9 promoter-luciferase reporter, luminescence, 24 h. Potency, µM (series often up to 9.22 µM), for the others: at the highest dose activation, negative = inhibition, usual class: activators. actives 2.8% (n = 320,000); further: potency means the concentration at half of the fitted maximal effect; % of control where 0% means no effect; nearly all actives have a fitted effect of over 60% in size
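Luminescence read-out: Huh7 cells stably expressing Rab9-luciferase, treated 24 h with compound at 37 °C, then lysed with luciferase reagent for 10 min at ambient before reading.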
KCNH2 3.1 block: KCNH2 3.1 (human) potassium channel inhibition | U2OS KCNH2 3.1, thallium flux FluxOr; hits give low values | activity change, % (tested at about 1.8 µM) | actives 0.95% (n = 340,000) | AID 720553;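 active means maximum activity change below -70%; inconclusive means maximum activity change from -70% to -50%; inactive means maximum activity change above -50%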;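 further: thallium influx rate constant from kinetic fluorescence after stimulation buffer; on the % scale 0 is the no-effect control and ±100 the full control effect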
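Thallium flux read-out: FluxOr dye with Red40 quencher in HBSS/HEPES, 45 min at RT. Rate constants from kinetic reads were normalized to positive and negative DMSO controls. Cells: U2OS virally expressing the 3.1 isoform.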
RORgamma inh: inhibitors of mouse ROR gamma transcriptional activity; P51450; Drosophila S2 Gal4-RORgamma UAS-luciferase reporter, 20 h; Potency, µM (doses to about 53.6 µM), inactives show at the highest dose activity change, negative = inhibition, usual class: inhibitors; AID 2551; actives 5.4% (n = 310,000); further: potency means the concentration at half of the fitted maximal effect; on the % scale 0 is the no-effect control and ±100 the full control effect; nearly all actives have a fitted effect of over 60% in size
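ROR gamma transcriptional activity was tracked as Gal4-UAS luciferase output in stably transfected Drosophila Schneider cells, with compound added 1 hr before 700 uM copper sulfate induction and a 20 hr ambient-temperature incubation.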
Active calls of the source: *; ? = inconclusive; . = not tested or not shown; [ ] = remark or other dose. Unless noted, the call rests on the fitted dose curve; in most records, active means well fitted curve in the direction sought with a large enough effect; inconclusive means small, poorly fitted or top-dose-only effect, or another doubt; inactive means no such curve, though single readings can be large; an effect the other way counts as inactive or inconclusive. An excerpt; the hit share may differ from the screen's.

SMILES | MBNL1 CUG block | PKM2 act | VP16 counter | NPC1 prom act | ELG1 DNA repair | Menin-MLL TR inh | Mito fusion act | FLuc counter | Rab9 prom act | KCNH2 3.1 block | RORgamma inh
O=[N+]([O-])c1cc(C=Nc2cccc3c(O)cccc23)ccc1Cl | ? | . | -18% | 3% | -14% | ? | -21% | 0% | -3% | . | ?
O=C(CS(=O)(=O)c1cccc(Cl)c1)Nc1ccccc1Cl | -15% | 4% | 5% | 9% | -13% | 3% | 5% | 3% | -4% | 1 | -2%
COc1ccc(-n2cnnc2SCC(=O)N(C)C2CCS(=O)(=O)C2)cc1 (stereo unspecified) | 3% | -3% | -17% | 0% | -4% | -2% | 2% | 3% | 12% | 10 | -1%
C/C(=N\NC(=O)c1ccc(N(C)C)cc1)c1cccnc1 | 14% | -1% | 4% | 26% | ? | 2% | -1% | ? | ? | 16 | -1%
CCOC(=O)c1oc2c(CN3CCN(CCO)CC3)c(O)c(CC)cc2c(=O)c1-c1nc2ccccc2s1 | 16% | 4% | -3% | -1% | 3% | 24% | -2% | 3% | -3% | 15 | -13%
CCOC(=O)C(C)Sc1nc(=O)n2cccc(C)c2n1 (stereo unspecified) | 0% | 1% | -2% | -6% | 11% | 11% | 2% | 3% | -10% | -3 | 17%
C=CCC(O)c1c(-c2ccccc2)nn(C)c1Cl (stereo unspecified) | . | 3% | -13% | -21% | -19% | 7% | 5% | 1% | 11% | 7 | -8%
O=C(CSc1nnc(CNC(=O)c2ccc(F)cc2)o1)NCC1CCCO1 (stereo unspecified) | -2% | 1% | -5% | 0% | -3% | 2% | -2% | 1% | -1% | -4 | -10%
COCc1cc(/C=N\NC(=O)Cc2ccc(OC)cc2)ccc1OC | ? | 1% | -2% | 4% | -1% | -9% | -1% | -7% | 3% | -3 | ?
CCOC(=O)C1CCCN(S(=O)(=O)c2ccc(Br)s2)C1 (stereo unspecified) | -7% | -13% | -6% | 6% | -7% | 1% | 7% | 3% | 1% | -1 | ?
CC(=O)c1ccc(NC(=O)C2CCCN(S(=O)(=O)c3c(C)[nH]c(=O)[nH]c3=O)C2)cc1 (stereo unspecified) | -2% | 0% | 15% | -1% | 3% | -29% | -1% | -4% | 3% | 4 | 1%
COc1cc2cc(C#N)c(SCC(=O)N3CCOCC3)nc2cc1OC | 8% | 4% | 6% | 14% | -4% | -3% | -1% | -1% | 4% | 16 | 5%
CCOC(=O)CC1C(=O)NCCN1C(=O)NC1CCCCC1 (stereo unspecified) | 4% | 3% | -1% | 1% | 6% | . | 0% | 2% | -1% | -5 | -2%
Cc1ccc(C)c(-n2cc(-c3ccc(Cl)cc3)nc2SCC(=O)NC2CCS(=O)(=O)C2)c1 (stereo unspecified) | -6% | 4% | -8% | 0% | ? | 3% | 1% | 2% | -3% | 7 | 28%
CCCCN1C2=NCCCN2c2cc(C)c(C)cc21 | -7% | 1% | -8% | -10% | ? | 0% | 1% | 0% | -3% | -13 | -22%
Cc1noc(C)c1COC(=O)c1ccc2c(c1)OCO2 | -14% | 1% | -1% | -1% | ? | 3% | 1% | 5% | 0% | 3 | -18%
COC(=O)c1ccccc1NC(=O)CSc1n[nH]c(-c2cccnc2)n1 | -1% | 0% | -4% | -2% | -13% | 0% | -1% | 1% | 1% | -7 | 35%
CCOC(=O)c1ccc(Nc2ncnc3ccccc23)cc1 | 120%[activator] | . | 3% | 23% | ? | 13% | -1% | ? | ? | 0 | ?
CCOc1ccc(N(C)S(=O)(=O)c2ccc3[nH]cc(C(=O)NCC(OC)OC)c(=O)c3c2)cc1 | 4% | . | 1% | 2% | -13% | -3% | 1% | 0% | -3% | 0 | 10%
COC(=O)c1scc(C)c1-n1ccc(C(=O)C(=O)N(C)C)c1 | -2% | 3% | -15% | -3% | 6% | -4% | 1% | -2% | -2% | ? | 15%
COc1ccc(CCNC(=O)c2ccc(-c3cccc([N+](=O)[O-])c3)o2)cc1OC | ? | 10% | -1%[10 µM] | -5% | ? | ? | 6% | -26% | -4% | 14 | 32%
O=C(CCN1C(=O)c2ccccc2C1=O)Nc1ccc(F)cc1F | 13% | -9% | -2% | 0% | 9% | -1% | -1% | 0% | 0% | -1 | 6%
CCOC(=O)c1c(S(=O)(=O)NCc2cccs2)c(C)n(C)c1C | -1% | . | -3% | -6% | 9% | -12% | 15% | 1% | 3% | -2 | -12%
CCOC(=O)Nc1ccc2nc(Sc3ccc(Cl)cc3)sc2c1 | 15% | 3% | ? | -31%[inhibitor] | -20% | 83%[activator] | -24% | ? | -20% | -6 | ?
Cc1cccc(OCCSc2cc(C)nc(N)n2)c1 | 3% | 0% | 10% | -4% | 7% | 3% | -7% | ? | 0% | -7 | -1%
NC(=O)[C@H]1CC2(CC(c3cccc(NC(=O)[C@H]4CCC(=O)N4)c3)=NO2)CN1C(=O)c1cc([N+](=O)[O-])cc([N+](=O)[O-])c1 (stereo partly specified) | ? | 1% | 1% | -5% | 16% | . | 0% | 3% | -12% | 4 | -13%
COc1ccc(/C(C)=N/OC/C(O)=C(\C#N)c2nc3ccccc3[nH]2)cc1 | -6% | -6% | -1% | -6% | 15% | ? | -2% | 0% | 0% | 0 | ?
CS(=O)(=O)Nc1nnc(SCC(=O)N(c2ccccc2)c2ccccc2)s1 | -13% | 0% | -3% | -6% | 2% | -9% | -1% | -2% | -3% | 1 | 19%
Cc1nc2ccccn2c1C(=O)NNC(=O)Nc1cccc(C(F)(F)F)c1 | 7% | -1% | 4% | 5% | -22% | 19% | 3% | -3% | 1% | 10 | 33%
CC(C)CCNC(=O)COc1ccc(N(C)S(=O)(=O)c2ccc(F)cc2)cc1 | 1% | 4% | -1% | 0% | ? | -1% | -11% | -3% | -4% | -1 | 31%
COc1cc(NC(=O)c2cccc(NC3=NC4CS(=O)(=O)CC4S3)c2)cc(OC)c1OC (stereo unspecified) | 6% | -15% | 2% | -2% | 0% | 0% | -1% | 4% | 0% | -6 | -19%
C/C=C(\C)C(=O)NCCN1C2=NC[C@H](C(C)C)N2C[C@@H]1Cc1ccc(OC)cc1 | -3% | 0% | -3% | 1% | 5% | ? | 2% | 1% | -1% | -37 | 1%
O=C(c1ccc(NS(=O)(=O)c2cccc([N+](=O)[O-])c2)cc1)N1CCN(C(=O)c2ccco2)CC1 | . | . | . | -4% | 12% | . | -4% | 1% | -3% | -37 | .
COCCn1c(SCC(=O)NN2C(=O)NC(C)(c3ccccc3)C2=O)nnc1-c1ccncc1 (stereo unspecified) | . | . | . | 3% | ? | . | -1% | 1% | -1% | -4 | .
O=C(CNc1ccccc1Cl)c1ccc(Br)cc1 | -1% | 0% | ? | 0% | -1% | ? | 6% | 17µM* | 1% | -6 | -32%[1.91 µM]
CN(C(=O)COC(=O)CNC(=O)C12CC3CC(CC(C3)C1)C2)C1CCS(=O)(=O)C1 (stereo unspecified) | . | -18% | 4% | 1% | 23% | -14% | 4% | 0% | 10% | -7 | -5%
Cc1cc2occ(CC(=O)NNC(=O)c3ccccc3)c2cc1C | -7% | -12% | 9% | -2% | 17% | . | 4% | -11% | 5% | 0 | -1%
CC1CCCN(S(=O)(=O)c2ccc(NC(=O)CN3CCN(C)CC3)cc2)C1 (stereo unspecified) | -13% | -13% | -4% | 1% | 15% | -18% | -2% | 0% | -6% | 14 | 12%
CCC(=O)Nc1ccc(OC)cc1OC | 7% | -2% | -3% | 0% | 7% | -11% | -11% | 0% | -4% | 1 | 7%
CC(C)(C)NC(=O)NC(=O)CN1CCN(S(=O)(=O)c2ccc3c(c2)CCCC3)CC1 | . | . | . | -12% | -7% | . | 17% | -1% | 0% | 9 | .
CC(C)c1nnc(NC(=O)CCCCCN2C(=O)C3C4C=CC(C4)C3C2=O)s1 (stereo unspecified) | -2% | 0% | -8% | -2% | ? | 1% | 2% | 4% | 6% | -2 | 7%
